# SUMO1 PPI mod = SUMO1-SIM interaction modulation; AID 602429; SUMO1 binding to a labelled peptide, TR-FRET, 1 h; P63165; hit rate 0.33% among 360,000; inhibition, % at 20 µM; in the data active means inhibition above about 37%
# Target sequence (P63165 whole entry, looked up): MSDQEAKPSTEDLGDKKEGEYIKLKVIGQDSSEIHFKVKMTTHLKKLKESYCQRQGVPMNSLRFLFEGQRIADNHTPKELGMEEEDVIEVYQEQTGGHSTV
# STEP inh = inhibitors of human striatal-enriched phosphatase STEP; recombinant STEP, OMFP fluorogenic substrate, fluorescence; inhibition, % at 20 µM; P54829; hit rate 0.25% among 360,000;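 active means inhibition at 20 µM, scaled per plate between control wells, above about 37%, limit read from the data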;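 further: 0% = DMSO with enzyme and substrate and 100% = substrate only without enzyme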
#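 System: isolated STEP enzyme; schedule: 20 min enzyme reaction at room temperature, protected from light; medium: Bis-Tris buffer pH 6.0, 2.5 mM DTT, 0.005% Tween 20; signal: fluorescence, 480/540 nm; dosing: single compound dose of 20 µM, 1% DMSO final; also added: OMFP substrate, 25 µM final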
# MsrA inh = inhibitors of bovine MsrA | purified bovine MsrA, absorbance read-out | AID 651718 | hit rate 0.75% among 360,000 | inhibition, % at 15.5 µM; in the data active means inhibition above about 4.5%;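 further: 0% = vehicle wells with enzyme and 100% = reference inhibitor wells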
# DNMT1 inh = DNMT1 (human) enzyme inhibition; hit rate 0.83% among 360,000; DNMT1 molecular beacon, Hinp1I cleavage, fluorescence; P26358; inhibition (reported as % activation of signal), % at 10 µM; in the data active means inhibition above about 50%
# Tb MetRS inh = Trypanosoma brucei MetRS inhibition; purified T. brucei MetRS, ATP depletion, Kinase-Glo luminescence; inhibition, % at 11.9 µM; hit rate 0.4% among 360,000; AID 624268;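 active means inhibition above a per-plate cutoff of the control wells' mean inhibition plus 3 SD, cut at about 5.5% in these data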;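 further: 0% = DMSO wells median and 100% = median of wells with control inhibitor compound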
#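 Test system – parasite MetRS enzyme · Reagent – substrates ATP, L-methionine and bulk Escherichia coli tRNA · Doses – 11.9 µM compound single dose, 0.9% DMSO · Times – 15 min enzyme-compound preincubation, 2 h reaction, 10 min detection, 25 °C · Signal – Kinase-Glo luminescence, ATP depletion format · Controls – DMSO-only wells as low control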
# NadD inh = NadD (S. aureus) enzyme inhibition | inhibition, % at 20 µM | AID 602399 | hit rate 0.78% among 360,000 | purified NadD enzyme, colorimetric absorbance read-out; in the data active means inhibition above about 26%; further: some compounds past the cut are filed as inactive
# LMPTP inh = LMPTP (human) inhibition | hit rate 0.22% among 360,000 | AID 651560 | P24666 | inhibition, % at 20 µM | recombinant LMPTP-A, OMFP fluorogenic substrate, fluorescence intensity;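 active means compounds that cut the enzyme signal by at least half of the control window in the single-dose screen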;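 further: plate controls were DMSO wells with enzyme plus substrate for no effect and substrate without enzyme for full effect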
#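 Test system: LMPTP-A, protein tyrosine phosphatase of low molecular weight; Input: 0.625 nM enzyme; Incubation: 50 min dark incubation at room temperature; Signal: endpoint fluorescence intensity from OMFP dephosphorylation; Read-out basis: % inhibition versus control wells.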
# Rpn11 inh = Rpn11 (human) deubiquitinase inhibition. O00487. human 26S proteasome, Ub4-pepOG fluorescence polarization; 20S core pre-blocked with epoxomicin. calls only at 20 µM. hit rate 0.59% among 360,000. AID 588493;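 active means inhibition at 20 µM, scaled to each plate's controls, above about 33%, limit read from the data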
# Target sequence (O00487 whole entry, looked up): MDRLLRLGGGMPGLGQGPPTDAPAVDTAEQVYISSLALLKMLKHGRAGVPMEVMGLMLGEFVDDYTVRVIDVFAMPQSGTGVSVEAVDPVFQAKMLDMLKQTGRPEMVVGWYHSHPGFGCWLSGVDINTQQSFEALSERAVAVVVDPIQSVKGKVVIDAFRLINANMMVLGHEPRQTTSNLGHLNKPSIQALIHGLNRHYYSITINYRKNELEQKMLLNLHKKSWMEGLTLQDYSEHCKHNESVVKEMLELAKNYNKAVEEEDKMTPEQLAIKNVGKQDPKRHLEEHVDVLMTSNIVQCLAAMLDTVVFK
# CSN deneddyl inh = blocks human CSN-mediated cullin deneddylation; Q92905; inhibition, % at 12.5 µM; hit rate 0.38% among 360,000; Purified CSN, SCF-Nedd8-OG deneddylation, fluorescence polarization;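 active means pattern-corrected inhibition above about 35%, with an unprinted fluorescence ratio check between 0.5 and 1.5, limit read from the data, passing the limit was not always enough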;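 further: 0% = enzyme with substrate and 100% = substrate without enzyme; some results filed as inactive read as strong as hits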
# Target sequence (Q92905 whole entry, looked up, one chain of several): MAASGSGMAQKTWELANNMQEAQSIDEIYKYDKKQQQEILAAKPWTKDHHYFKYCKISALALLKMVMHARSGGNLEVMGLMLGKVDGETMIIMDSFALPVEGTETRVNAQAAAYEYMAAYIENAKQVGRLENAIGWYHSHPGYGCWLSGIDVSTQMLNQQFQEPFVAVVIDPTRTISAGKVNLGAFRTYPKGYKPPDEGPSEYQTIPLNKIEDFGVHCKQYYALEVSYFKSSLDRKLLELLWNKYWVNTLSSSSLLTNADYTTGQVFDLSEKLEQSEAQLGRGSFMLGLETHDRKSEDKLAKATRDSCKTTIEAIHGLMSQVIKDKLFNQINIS
#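 Assay system: HEK293T-derived human Csn5 enzyme; quantity: 0.24 nM enzyme; medium: Tris/NaCl/DTT buffer, pH 7.5; also added: substrate SCFSkp2-Nedd8OG, 10 nM; doses: 12.5 µM compound; schedule: 90 min reaction at room temperature; signal: FP; read-out: % inhibition of substrate cleavage by Csn5; benchmarks: substrate-only high control, full reaction low control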
# Scp1 inh = Scp-1 (human) phosphatase inhibition; inhibition, % at 20 µM; hit rate 0.88% among 340,000; Recombinant Scp1, phosphopeptide, malachite green phosphate absorbance; Q9GZU7;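 active means inhibition above about 50% at 20 µM, limit read from the data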;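 further: plate controls were DMSO wells with enzyme for no effect and wells lacking enzyme for full effect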
# Target sequence (Q9GZU7 76-261 limits assumed): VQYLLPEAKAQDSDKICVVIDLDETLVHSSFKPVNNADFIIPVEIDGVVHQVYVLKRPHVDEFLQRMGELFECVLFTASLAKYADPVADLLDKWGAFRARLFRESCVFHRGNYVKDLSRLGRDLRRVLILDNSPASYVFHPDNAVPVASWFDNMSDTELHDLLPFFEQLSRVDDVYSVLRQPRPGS
#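 Material – SCP-1 phosphatase catalytic domain, residues 76-261 · Buffer or medium – Acidic Tris acetate buffer with magnesium and detergent · Also added – Phospho 17-mer peptide substrate · Compound – single 20 µM dose, 1% DMSO · Times – 45 min room-temperature reaction, 5 min colour, 30 min stabiliser · Technique – Phosphate-binding colour reagent, absorbance read at 630 nm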
# * marks the source's active call; other numbers are inactive results; i = inactive; x = no result given.
no.	molecule	SUMO1 PPI mod	STEP inh	MsrA inh	DNMT1 inh	Tb MetRS inh	NadD inh	LMPTP inh	Rpn11 inh	CSN deneddyl inh	Scp1 inh
1	Cc1cc(C(=O)CN2C(=O)NC3(CCCCC3)C2=O)c(C)n1Cc1ccc2c(c1)OCO2	4	0	-0.7	-5	1.3	-3	0.1	i	6	-8
2	COC(=O)C(Cc1c[nH]c2ccccc12)NC(C)=O (configuration not stated)	-1	2	-0.6	0	-1.4	0	-2.1	i	1	-10
3	Cc1cc(C(=O)OC(C)C(=O)N2CCc3ccccc32)ccc1[N+](=O)[O-] (configuration not stated)	-33	1	1.7	0	-0.3	1	1.3	i	-4	-5
4	O=C(CC1C(=O)NCCN1C(=O)c1ccccc1)Nc1cc(Cl)ccc1Cl (configuration not stated)	0	1	0.7	0	-0.5	-5	-1.2	i	2	-8
5	Cn1c(=O)c2c(nc(N/N=C/c3cccnc3)n2Cc2ccccc2)n(C)c1=O	-7	0	2.3	2	1.2	-2	0.3	i	2	-17
6	CC(C)C[C@@H](CNCC(=O)[C@H](Cc1c[nH]c2ccccc12)NC(=O)c1[nH]cnc1C(=O)N[C@@H](C)CN)NC(=O)c1nc[nH]c1C(=O)N[C@@H](Cc1ccccc1)C(=O)O	8	-2	0.2	-18	0.2	34*	-4.9	i	2	-8
7	CCCOc1cccc(C(=O)Nc2cccc(NC(=O)c3ccco3)c2)c1	-2	-1	-1.0	-13	-0.9	-9	2.7	i	6	-8
8	Cc1cc(S(=O)(=O)Nc2noc3ccccc23)ccc1F	-2	-3	0.8	-1	-1.5	0	-2.7	i	2	0
9	CCOc1ccc(CCN2C(=S)N([C@@H](CC(C)C)CN3CCCC3CN3C(=S)NC[C@@H]3CC(C)C)C[C@@H]2Cc2ccc(O)cc2)cc1 (some centres not stated)	8	5	0.0	-12	0.4	19	2.9	i	-2	16
10	CCOC(=O)N1CCN(C2CCCN(C(=O)c3cccc(Cl)c3)C2)CC1 (configuration not stated)	0	-3	0.5	-2	-0.2	-3	-0.9	i	1	-5
11	CCCCN1C(=O)C(=O)N(CC(=O)Nc2cccc(C(C)=O)c2)C1=O	5	-2	-0.4	3	-0.2	-2	1.3	i	-1	6
12	Cc1ccc(OCC(=O)Nc2ccc(N3CCCC3)cc2)cc1C	3	4	0.6	67*	0.1	32*	6.2	i	4	9

# Continuation:
no.	molecule	SUMO1 PPI mod	STEP inh	MsrA inh	DNMT1 inh	Tb MetRS inh	NadD inh	LMPTP inh	Rpn11 inh	CSN deneddyl inh	Scp1 inh
13	Cn1c(N)c(C(=O)CSc2nc3ccccc3c(=O)n2Cc2ccccc2)c(=O)n(C)c1=O	-8	3	0.5	24	-0.3	-5	3.1	i	15	-2
14	O=C(c1ccncc1)N1N=C(C2CC2)CC1(O)C(F)(F)F (configuration not stated)	0	2	-1.8	2	0.1	-1	-0.4	i	-1	-3
15	O=C(CSc1nc2ccccc2s1)Nc1nccs1	-3	-2	-1.3	1	-0.7	4	0.4	i	-3	-2
16	Cc1cc2c(cc1C)C(c1cccc(F)c1)CC(=O)N2 (configuration not stated)	6	1	0.1	1	0.0	-3	0.5	i	-4	-8
17	c1ccc(-c2cc3c(N4CCCCC4)ncnc3s2)cc1	-7	2	-0.5	1	-0.4	-1	2.2	i	-1	-3
18	Nc1ncnc2c1ncn2[C@@H]1O[C@H](CNCc2cn(CC(=O)NC3CC3)c3ccccc23)[C@@H](O)[C@H]1O	14	6	2.1	5	-2.2	-7	-0.6	i	-4	-4
19	COc1cc([N+](=O)[O-])ccc1-c1ccc(C(=O)Nc2ccc(NC(C)=O)cc2)o1	-10	-2	0.2	-1	0.2	4	14	i	8	3
20	COC(=O)CN(c1nc(C)c(Br)c(OC)n1)S(=O)(=O)c1ccccc1	6	1	13*	0	-1.2	-14	0.9	i	0	4
21	CCc1ccccc1NC(=O)NNC(=O)CCc1ccc(OC)cc1	-1	0	-0.3	0	0.1	-4	-1.1	i	0	-2
22	COc1ccccc1/C=N/NS(=O)(=O)c1ccccc1	3	2	0.4	3	-0.2	-2	-0.7	i	1	-7
23	Cc1cccc(C)c1NC(=O)c1c[nH]c2ccccc12	2	1	-0.3	-1	0.9	-3	0.2	i	0	-16
24	COc1cccc(-n2c(Cc3cc(=O)[nH]c(=O)[nH]3)nnc2SCc2cccc(C(F)(F)F)c2)c1	2	3	0.3	5	-0.3	-1	-1.9	i	2	-3

# The last five entries of the part above lead into the next.
no.	molecule	SUMO1 PPI mod	STEP inh	MsrA inh	DNMT1 inh	Tb MetRS inh	NadD inh	LMPTP inh	Rpn11 inh	CSN deneddyl inh	Scp1 inh
20	COC(=O)CN(c1nc(C)c(Br)c(OC)n1)S(=O)(=O)c1ccccc1	6	1	13*	0	-1.2	-14	0.9	i	0	4
21	CCc1ccccc1NC(=O)NNC(=O)CCc1ccc(OC)cc1	-1	0	-0.3	0	0.1	-4	-1.1	i	0	-2
22	COc1ccccc1/C=N/NS(=O)(=O)c1ccccc1	3	2	0.4	3	-0.2	-2	-0.7	i	1	-7
23	Cc1cccc(C)c1NC(=O)c1c[nH]c2ccccc12	2	1	-0.3	-1	0.9	-3	0.2	i	0	-16
24	COc1cccc(-n2c(Cc3cc(=O)[nH]c(=O)[nH]3)nnc2SCc2cccc(C(F)(F)F)c2)c1	2	3	0.3	5	-0.3	-1	-1.9	i	2	-3
25	O=C(CNC(=O)c1cccc(F)c1)N/N=C/c1ccc(O)c([N+](=O)[O-])c1	-17	1	3.6	-1	0.4	3	-5.6	i	-9	-1
26	COC(=O)c1ccc(NC(=O)COc2ccc(S(=O)(=O)NC(C)(C)C)cc2)cc1	1	0	-0.3	1	0.3	1	-1.0	i	-16	-9
27	O[C@H]1COC2C1OC[C@@H]2O (some centres not stated)	0	-6	0.8	7	-1.2	0	-2.9	i	1	-4
28	COc1cccc(CN(C)C(=O)c2[nH]c(C)c(C(C)=O)c2C)c1OC	-1	-3	-0.7	-2	-0.4	-5	-0.8	i	5	-12
29	O=c1oc2cc(OCc3ccc(C(F)(F)F)cc3)ccc2cc1-c1ccccn1	23	2	-1.0	2	0.1	4	-1.1	i	-1	3
30	Cc1cc(C)n(C(=O)CNC(=O)c2ccco2)n1	-2	0	0.0	-4	-0.6	3	-1.4	i	6	-11
31	CC(=O)c1ccc(-c2ccc([C@H]3[C@H]4C=CC[C@@H](C)[C@@H]4C(=O)N3Cc3ccccc3)c(F)c2)cc1	11	2	2.6	-7	0.3	2	10	i	-1	7
32	CC(NC(=O)c1ccccc1Cl)C1CC2CCC1C2 (configuration not stated)	6	2	0.6	0	-0.6	-4	0.5	i	6	-5
33	NC(=O)C1CCCN(C(=O)CCc2nnc(C3(c4ccc(Cl)cc4)CCC3)o2)C1 (configuration not stated)	-2	0	-0.3	1	0.0	6	-0.8	i	8	-8
34	CCc1cc(C(=O)Nc2cc(Cl)ccc2N2CCN(C)CC2)sc1C	-3	4	0.5	-4	-0.7	-8	-0.3	i	-3	5
35	CCN(CC)C(=O)C(C(=O)c1cccc([N+](=O)[O-])c1)n1cc(Cl)ccc1=O (configuration not stated)	-12	0	1.6	-2	0.2	-2	-0.9	i	1	-19
36	COc1ccccc1-c1csc(C(O)(c2ccccc2)C(F)(F)F)n1 (configuration not stated)	-1	-3	-1.2	-8	-0.3	-4	3.4	i	1	x

# (cont.)
no.	molecule	SUMO1 PPI mod	STEP inh	MsrA inh	DNMT1 inh	Tb MetRS inh	NadD inh	LMPTP inh	Rpn11 inh	CSN deneddyl inh	Scp1 inh
37	CCC(C)NC(=O)C1CCCN(S(=O)(=O)c2ccc3c(c2)CC(C)N3C(C)=O)C1 (configuration not stated)	-2	2	0.7	0	-0.1	-2	-0.3	i	-3	-7
38	COc1ccccc1-n1nnnc1SCC(=O)NCC1CCCO1 (configuration not stated)	0	1	-1.1	3	-0.2	0	-1.2	i	-1	-8
39	COc1ccc(C(=O)NCC(=O)OCC(=O)NCCC2=CCCCC2)cc1	2	2	-0.2	-1	-0.4	-4	-0.6	i	9	1
40	O=C(COc1ccc(F)cc1)N1CCCCCCC1	-6	-3	-0.6	-2	0.2	-5	0.3	i	-1	-9
41	C=CCn1c(SCC(=O)Nc2c(C)cccc2C)nnc1-c1cnccn1	-3	-1	-1.6	-3	-1.1	4	-2.1	i	1	3
42	O=C(N/N=C/c1cccnc1)c1cc(C2CC2)nc2ccccc12	-11	-2	x	0	-0.6	1	-1.4	i	-1	-7
43	O=C(CCCCn1ccc(=O)[nH]c1=O)Nc1ccc(O)c(C(=O)O)c1	2	1	-0.8	9	-0.3	2	-0.8	i	-1	-2
44	CCCNC(=O)COC(=O)c1ccc(S(=O)(=O)N2CCCCCC2)cc1	2	-3	0.1	5	-0.3	-3	-0.7	i	-6	-9
45	O=C(Nc1ccc(N2CCOCC2)cc1)c1c(F)cccc1Cl	1	-1	-0.7	-2	-0.6	-10	0.0	i	-2	-9

# Laid out differently: 2 of the compounds above
[1] Cc1cc(C(=O)CN2C(=O)NC3(CCCCC3)C2=O)c(C)n1Cc1ccc2c(c1)OCO2
[33] NC(=O)C1CCCN(C(=O)CCc2nnc(C3(c4ccc(Cl)cc4)CCC3)o2)C1 (configuration not stated)
screen / no. | 1 | 33
SUMO1 PPI mod | 4 | -2
STEP inh | 0 | 0
MsrA inh | -0.7 | -0.3
DNMT1 inh | -5 | 1
Tb MetRS inh | 1.3 | 0.0
NadD inh | -3 | 6
LMPTP inh | 0.1 | -0.8
Rpn11 inh | i | i
CSN deneddyl inh | 6 | 8
Scp1 inh | -8 | -8
